# AGP1-GFP MLPCN: yeast TOR pathway AGP1-GFP modulation; S. cerevisiae AGP1-GFP multiplex flow cytometry, 3 h; GFP as percent of DMSO wells; GFP response vs DMSO, % at 10 µM; actives 0.02% (n = 320,000); AID 2066;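 active = GFP response relative to DMSO above a set limit, near screen average plus 3 SD, cut at about 150% in these data; inconclusive = fewer than 70 cells counted for the yeast strain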;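 also: median GFP channel fluorescence of the gated AGP1 strain per well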
# MEX-5 binding: C. elegans MEX-5 TCR-2 RNA binding activity. Q9XUB2. MEX-5/FITC-TCR2 RNA binding, fluorescence polarization; stronger effect = lower value. activity score (negative = inhibition of binding), % at 10 µM. actives 0.38% (n = 300,000). AID 1832;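 active = inhibition past about -25% in most replicates, and total fluorescence under double the plate's negative control median, limit read from the data; inconclusive = replicates evenly split on the limit, or fluorescence at least double controls; inactive = too little inhibition in most replicates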;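 also: 0% = DMSO and -100% = 5 µM competing unlabeled TCR2 RNA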
# Target sequence (Q9XUB2 whole entry, looked up): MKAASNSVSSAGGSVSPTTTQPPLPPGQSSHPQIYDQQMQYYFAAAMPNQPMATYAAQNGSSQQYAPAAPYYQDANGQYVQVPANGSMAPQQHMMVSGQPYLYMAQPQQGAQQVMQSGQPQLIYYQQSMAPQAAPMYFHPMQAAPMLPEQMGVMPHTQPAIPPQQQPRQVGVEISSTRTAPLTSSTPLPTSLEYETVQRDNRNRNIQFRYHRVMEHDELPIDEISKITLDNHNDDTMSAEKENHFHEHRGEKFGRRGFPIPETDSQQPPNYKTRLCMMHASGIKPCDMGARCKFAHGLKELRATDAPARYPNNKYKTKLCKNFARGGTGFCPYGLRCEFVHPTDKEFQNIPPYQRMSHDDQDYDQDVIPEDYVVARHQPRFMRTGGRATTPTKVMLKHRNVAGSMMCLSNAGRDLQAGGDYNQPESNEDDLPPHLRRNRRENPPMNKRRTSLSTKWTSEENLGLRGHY
# Fam108B inh: Fam108B inhibition, counter-screen for RBBP9 inhibitors; recombinant Fam108B, FP-Rh probe fluorescence polarization; inhibition, % at 9.51 µM; actives 0.33% (n = 300,000);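 active = inhibition above the screen mean inhibition plus 3 SD, computed separately per campaign, cut at about 18% in these data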;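 also: inhibitors lower polarization as less probe binds the enzyme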
# MCL1-BIM inh: inhibitors of human MCL1 binding to BIM-BH3 peptide; AID 2057; actives 0.68% (n = 320,000); Q07820; GST-MCL1 / FITC-Bim-BH3 fluorescence polarization; inhibition, % at 10.9 µM;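 active = inhibition above the mean inhibition of all tested compounds plus 3 SD, set per campaign, cut at about 40% in these data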;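 also: 0% = DMSO wells and 100% = unlabeled Bim-BH3 peptide control; higher means more loss of mP so more displacement of Bim peptide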
# Target sequence (Q07820 whole entry, looked up): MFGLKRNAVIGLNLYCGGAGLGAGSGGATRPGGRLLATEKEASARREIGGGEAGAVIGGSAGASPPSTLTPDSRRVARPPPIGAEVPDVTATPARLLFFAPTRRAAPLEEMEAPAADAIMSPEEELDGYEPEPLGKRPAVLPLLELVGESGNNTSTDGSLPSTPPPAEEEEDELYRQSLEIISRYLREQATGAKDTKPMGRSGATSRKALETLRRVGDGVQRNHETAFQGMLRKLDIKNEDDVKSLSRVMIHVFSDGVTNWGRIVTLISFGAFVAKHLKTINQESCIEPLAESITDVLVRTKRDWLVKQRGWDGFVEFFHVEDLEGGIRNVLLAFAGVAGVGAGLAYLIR
# GRK2 inh: human GRK2 inhibition via aptamer displacement; actives 0.59% (n = 330,000); P25098; bead flow cytometry, FAM-aptamer displacement from GRK2; inhibition of aptamer binding, % at 10 µM;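 active = inhibition of aptamer binding above 40%, roughly 3 SD of noise, on plates passing a quality check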;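 also: median bead fluorescence of bound FAM aptamer so fluorescent compounds give negative values; no value below 0 was filed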
# GLD-1 RNA inh: GLD-1-TGE RNA interaction inhibition (C. elegans). Q17339. purified GLD-1 + fluorescein TGE RNA, fluorescence polarization. inhibition, % at 5.96 µM. actives 0.44% (n = 320,000). AID 2280;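 active = percent inhibition above a per-plate cutoff, the plate mean of test compounds plus 3 SD, cut at about 30% in these data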;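 also: 0% = DMSO wells with GLD-1 and probe and 100% = wells lacking GLD-1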
# BCLXL inh: Bcl-xL (human) inhibition | GST-Bcl-xL / FITC-Bim BH3 peptide fluorescence polarization | actives 0.7% (n = 320,000) | Q07817 | inhibition, % at 10.9 µM;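 active = inhibition above the mean of all tested compounds plus 3 SD, cutoff set per campaign, cut at about 30% in these data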;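 also: 0% = DMSO wells and 100% = unlabeled Bim-BH3 peptide competitor; inhibitors lower millipolarization by displacing the labeled peptide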
# Target sequence (Q07817 whole entry, looked up): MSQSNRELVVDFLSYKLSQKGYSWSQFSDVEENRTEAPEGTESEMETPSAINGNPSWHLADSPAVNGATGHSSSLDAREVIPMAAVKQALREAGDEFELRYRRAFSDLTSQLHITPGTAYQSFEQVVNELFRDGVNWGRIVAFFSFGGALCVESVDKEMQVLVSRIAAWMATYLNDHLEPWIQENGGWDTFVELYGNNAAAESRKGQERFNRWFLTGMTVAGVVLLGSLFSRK
# CIT2 TOR yeast: modulators of TOR pathway CIT2-GFP in S. cerevisiae; AID 2029; GFP response vs DMSO, % at 10 µM; actives 0.065% (n = 320,000); S. cerevisiae CIT2-GFP strain, flow cytometry, 3 h; 100 means same as DMSO wells;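 active = GFP response relative to DMSO above a set limit, near the screen mean plus 3 SD, cut at about 150% in these data; inconclusive = Fewer than 70 cells measured for a yeast strain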;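 also: ratio of well median GFP fluorescence to mean of DMSO wells on the plate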
# VLA-4 inh: inhibition in a human VLA-4 binding assay; VLA-4 expressing cells, ligand binding flow cytometry; inhibition, % (about 7 µM as worked out from the volumes in the protocol); P13612; AID 2557; actives 0.2% (n = 330,000); in the data active = inhibition above about 50%
# Numbers without * were called inactive; u = inconclusive; x = not tested or not shown; [ ] = dose if it differs, or a comment.
SMILES,AGP1-GFP MLPCN,MEX-5 binding,Fam108B inh,MCL1-BIM inh,GRK2 inh,GLD-1 RNA inh,BCLXL inh,CIT2 TOR yeast,VLA-4 inh
O=C(Nc1nc2ccccc2n1CCN1CCOCC1)c1ccc(Cn2cc([N+](=O)[O-])cn2)o1,84.9,2.1,3.6,2.6,0.0,-3.4,2.8,85.2,-16.8
CC(=O)Nc1ccc(/C=C(\C#N)C(=O)NC2CCCCC2)cc1,91.3,1.4,2.9,2.2,0.0,-0.5,2.0,94.3,-8.5
Cn1c2ccccc2c(=O)c2c(=O)n(-c3ccc(F)cc3)c(-c3cccs3)nc21,100.3,-1.6,-4.8,4.4,0.0,-6.0,-0.1,94.8,0.4
COc1cc(C=O)ccc1Oc1nnnn1-c1ccccc1,117.5,0.7,1.7,1.6,0.0,-2.0,-0.7,111.4,17.5
COc1ccc(Nc2sc(C(=O)c3ccc(Cl)cc3)c(N)c2C(=O)Nc2ccccc2OC)cc1,96.9,-0.4,2.7,2.7,0.0,-1.0,4.5,94.7,-28.9
CCN(CC)c1ccc(NC(=O)c2cnccn2)cc1S(=O)(=O)Nc1ccc(OC)cc1,105.0,-1.2,-2.0,-4.8,0.0,3.5,1.3,98.1,6.0
Nc1ncnc(N(c2ccccc2)C2CCCCC2)c1[N+](=O)[O-],104.2,3.2,-0.2,4.6,1.0,2.8,3.7,106.0,7.7
CC(NC(=O)COC(=O)CCc1nc(=O)c2ccccc2n1C)c1ccccc1 (centres undefined),100.9,-0.2,-0.8,-20.6,0.0,2.8,-6.3,107.1,12.4
Cn1c(CCNC(=O)C2CCCCC2)nc2cc([N+](=O)[O-])ccc21,103.7,-2.3,1.5,3.0,0.0,7.0,-1.3,105.9,9.6
CSCCC(NC(=O)c1ccco1)c1nc2ccccc2[nH]1 (centres undefined),98.8,-0.5,-1.3,-3.7,1.0,1.1,1.8,101.6,-1.8
CCc1ccc(NC(=S)N(CCN(C)C)C(C)c2ccncc2)cc1 (centres undefined),93.7,1.0,-1.1,5.0,0.0,0.3,7.6,90.6,9.5
N/C(=N\OC(=O)c1ccccc1[N+](=O)[O-])c1cccnc1,107.2,-0.1,0.3,-2.7,0.0,-7.3,0.8,108.4,-1.6
COc1ccc(NC(=O)CCS(=O)(=O)c2ccc3c(c2)CCCN3C(C)=O)cc1,96.0,0.9,0.1,-5.7,0.0,5.0,0.4,96.8,1.2
O=C(Nc1ccc(Cl)c(C(=O)N2CCOCC2)c1)c1ccccc1,103.9,0.5,-3.8,-3.1,0.0,1.6,-0.8,109.9,6.5
Cc1ccccc1C(=O)N=c1sccn1C,78.8,2.7,-1.1,-10.1,4.0,-10.1,-3.1,99.0,10.1
Cc1cc(C(=O)Cn2c(CO)nc3ccccc32)c(C)n1C,94.5,0.8,-4.3,-1.1,0.0,-5.0,3.2,89.6,0.1
COc1ccccc1N=Nc1c(C)[nH]n(-c2ccccc2)c1=O,101.3,-2.2,1.5,5.1,0.0,-2.5,-0.6,103.5,16.3
CC(C)c1ccc(S(=O)(=O)N2CCN(C(=O)C3CCN(C(=O)c4ccc(F)cc4)CC3)CC2)cc1,112.0,0.0,2.3,8.3,1.0,0.7,-1.3,112.3,-0.4
Cc1cccc(C(=O)NCCCNC(=O)c2ccco2)c1,91.9,2.0,-2.1,8.1,3.0,6.0,6.1,96.2,-0.6
Cc1ccc2[nH]c3nc(SCCN4CCOCC4)nnc3c2c1,98.2,-1.6,1.1,13.7,1.0,2.4,8.9,96.5,0.3
Cc1ccc(C(=O)Nc2nnc(CC(=O)N/N=C/c3ccc(O)c(O)c3)s2)cc1,95.4,-0.8,17.9,76.0*,62.0*,11.1,27.5,144.5,4.8
COc1ccc(NC(=O)CN(C)CC(=O)Nc2cccc(S(=O)(=O)N(C)c3ccccc3)c2)cc1,96.6,-0.3,-0.9,-2.5,0.0,-3.2,-0.7,94.5,-0.1
COc1ccc(/C=N/NC(=O)CC(=O)NCCc2ccccc2)cc1OC,98.9,-1.3,-2.6,6.6,0.0,7.1,4.9,103.2,6.5
CN1CCN(CCC(=O)Nc2ccccc2Cl)CC1,95.1,1.9,-2.8,3.1,2.0,0.5,3.8,97.5,-6.5
CC(=O)N(C(C)=O)S(=O)(=O)c1ccc(N=NN2CCCCC2)cc1,110.5,1.1,5.0,4.7,1.0,-1.6,5.2,108.7,3.9
CCOc1ncccc1C(=O)Nc1nnc(C2CC2)s1,83.2,-0.1,7.9,-0.4,3.0,4.1,4.0,87.4,-5.9
Cc1occc1C(=O)Nc1sccc1C(N)=O,94.0,-2.5,-0.2,1.6,0.0,1.0,5.3,102.1,4.4
COc1cc(CCC(=O)N2CCN(c3ccccc3)CC2)cc(OC)c1OC,102.3,-2.0,2.2,-3.5,0.0,-2.1,-1.0,101.3,7.0
Cn1c(CCCOc2ccc(Cl)cc2Cl)nnc1SCC(=O)Nc1nccs1,102.0,0.8,-0.4,-0.9,0.0,6.1,-2.1,98.6,-2.5
COc1ccc(C=O)cc1Cn1ccnc1,105.1,-2.4,-3.2,2.1,1.0,4.3,2.7,99.7,22.2
Nc1c(C(=O)NCc2cccs2)nnn1CC(=O)Nc1cccc(Cl)c1,101.2,-0.1,2.1,9.1,42.0*,4.9,0.4,105.1,7.3
COc1ccc(-c2nc3ccccc3c(=O)o2)cc1OC,94.5,2.2,-4.5,4.5,0.0,6.0,10.7,102.8,36.0
CCC[N+]1(CC#CC2(O)CCCCC2)CCOCC1,97.7,0.2,3.9,-21.1,0.0,1.1,-5.4,93.2,-3.9
Cc1cc2cccc(C)c2nc1SCC(=O)NNC(=O)c1ccco1,100.6,2.1,-1.5,3.9,0.0,-8.1,5.9,92.4,5.6
CSc1ccccc1NC(=S)Nc1ccccc1C(F)(F)F,99.3,-0.4,-2.5,3.6,2.0,2.6,3.4,97.8,5.0
Cc1ccc(C(CCN(Cc2ccccc2)C(=O)c2ccco2)c2ccco2)cc1 (centres undefined),100.7,1.7,-3.3,-8.9,2.0,-1.0,0.3,98.5,-2.3
CC(C)Oc1ccc(C(=O)N/N=C/c2ccc(-c3ccc(S(=O)(=O)Nc4ncccn4)cc3)o2)cc1,94.2,2.4,3.3,13.2,4.0,0.0,9.8,95.8,2.1
COc1ccc(/C=N/NC(=O)c2ccc(COc3cccc4cccnc34)cc2)cc1O,102.5,-5.9,14.6,3.2,2.0,0.6,-0.8,106.3,2.4
COC(=O)C1C2C=CC3(CN(C(C)C)C(=O)C13)O2 (centres undefined),100.1,3.4,0.6,1.3,1.0,5.3,0.1,99.5,5.6
N#Cc1ccc(OCC(=O)NCC2(N3CCCCC3)CCCCC2)cc1,103.3,-4.0,-0.1,6.1,0.0,3.7,-0.6,90.2,1.5
COc1cccc(NC2=CC(=O)CC(C)(C)C2)c1,101.0,2.9,2.4,3.9,0.0,5.5,1.2,96.4,5.1
Cc1nnsc1C(=O)NNc1ccc(C(C)(C)C)cc1,100.3,-0.1,1.8,1.5,0.0,4.6,8.1,95.1,10.1
Cc1cc(C)c(C#N)c(SCC(=O)C(C)(C)C)n1,26.3[may fluoresce violet],3.9,-1.1,-5.1,1.0,3.4,-0.6,u,5.1
Cc1ccc(C(=O)NN2C(=O)c3ccc(S(=O)(=O)c4ccc(C(=O)O)cc4)cc3C2=O)cc1,104.8,-1.7,1.3,10.2,0.0,-1.1,8.3,108.8,15.8
Cc1cc(OCCn2ccnc2)cc(C)c1Cl,105.0,1.6,-6.0,2.4,0.0,-0.7,-1.2,108.7,-4.3
COc1cc(OC)cc(-c2c(-c3cccs3)c3cc(-c4ccc5c(c4)OCCO5)ccc3n2C)c1,100.0,x,x,-20.8,0.0,-15.9,-10.8,95.2,-9.6
O=Cc1c(N2CCN(CCO)CC2)nc2ccccn2c1=O,103.0,-8.1,-3.9,68.9*,0.0,41.4*,60.2*,105.3,4.1
COc1cc(C(=O)Nc2ccc(C(=O)c3cccs3)cc2)cc(OC)c1OC,99.1,1.0,-2.5,2.7,0.0,1.9,0.7,95.1,7.3
CCCOC(=O)C1[C@H]2C(=O)N(Cc3ccco3)C[C@]23C=C[C@H]1O3 (some centres undefined),105.8,-1.3,4.0,2.3,2.0,1.7,1.0,x,12.5
Cc1c(C)n(C(=O)CN2CCC(C)CC2)c2ccccc12,97.0,-0.3,-0.5,3.7,0.0,7.0,10.6,106.4,-11.2
Cc1ccc(NC(=O)CSCC(=O)Nc2sccc2C#N)cc1,111.2,-0.8,4.1,8.7,2.0,4.0,5.9,106.7,-4.1
COCCSc1ccccc1C(=O)N1CCN(c2ccccc2OC)CC1,101.8,-1.9,-5.0,0.4,2.0,0.5,7.5,94.2,-7.4
COc1cccc(NC(=O)CN2CCC(C)CC2)c1,104.5,1.9,-0.5,-2.1,7.0,8.4,-0.8,x,-5.4
COc1ccc(NC(=O)COC(=O)/C=C/c2cccs2)c(OC)c1,102.3,x,x,4.6,0.0,-1.1,5.4,101.8,28.0
O=C(Nc1cccc(S(=O)(=O)NC2=NCCC2)c1)c1cn(-c2ccccc2)nc1-c1ccc(F)cc1,98.9,x,x,x,1.0,13.3,x,100.5,0.1
COc1ccccc1/C=C1\SC(=S)N(CCC(=O)NNC(=O)c2ccccc2O)C1=O,93.4,-4.6,-6.5,9.6,2.0,4.9,3.9,86.6,22.5
Cc1cccc(-c2nnc(SCC#N)n2Cc2ccccc2)c1,106.8,-0.8,0.3,-8.2,0.0,7.3,-3.4,91.9,-42.8
Cc1cc(CCN2CCC(=O)NC2=O)ccc1OC(C)C,99.2,-1.0,1.2,1.1,2.0,3.6,4.3,98.4,-6.2
Cc1c(Br)c([N+](=O)[O-])nn1CC(=O)NCc1cccs1,105.6,1.2,2.3,4.9,3.0,9.8,-1.6,99.3,-7.5
CN(C)c1ccc(C(=O)Nc2nnc(-c3ccc(Cl)cc3)o2)cc1,101.5,0.1,-1.0,15.3,2.0,3.9,1.7,103.2,-20.4

# Next section
SMILES,AGP1-GFP MLPCN,MEX-5 binding,Fam108B inh,MCL1-BIM inh,GRK2 inh,GLD-1 RNA inh,BCLXL inh,CIT2 TOR yeast,VLA-4 inh
COc1cc(NC(=O)C2CCCN2S(=O)(=O)c2cccc3cccnc23)cc(OC)c1OC (centres undefined),104.2,-1.0,-0.4,0.5,1.0,-2.2,-1.4,98.0,-1.6
CC(C)(C)C(=O)Nc1ccc(-c2cnco2)cc1,97.3,-3.2,-4.0,3.4,0.0,-0.9,5.2,98.3,6.8
COc1cc(OC)cc(C(=O)Nc2ccc(-c3nc4ccccc4o3)c(O)c2)c1,92.8,-7.0,-37.9,-9.1,0.0,-4.2,-2.6,95.0,17.5
Cc1ccc(C(=O)NCCNS(C)(=O)=O)cc1,102.4,1.4,0.8,5.2,1.0,6.6,-0.2,103.3,-1.6
Cc1cc(=S)nc(-c2ccccn2)[nH]1,94.7,-7.6,0.4,10.5,0.0,2.1,4.2,62.8,17.7
